Screens from PubChem.
TRb SRC2 PPI: TRbeta-SRC2 interaction inhibition; TRbeta-SRC2 peptide binding, fluorescence polarization; receptor liganded with 1 µM T3; Potency, µM (titrated, usually from 106 µM), for the others: at the highest dose activity change, negative = inhibition, actives largely listed as inhibitors; 0.065% of 280,000 active; AID 1469;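 further: plate controls were bound peptide for no effect and peptide without receptor for full effect; nearly all actives have a fitted effect of over 50% in size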
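Human TRb ligand-binding domain (0.6 uM) is mixed with 20 nM Texas Red SRC2 peptide and 1 uM T3; after compound addition and 5 hr at ambient temperature, polarization is measured and normalized to unbound and bound controls.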
GLA spleen mod: inhibitors or activators of human alpha-galactosidase in spleen homogenate. human spleen homogenate, 4MU-alpha-Gal fluorescence, 40 min. Potency, µM (highest dose often 80 µM), for inactives: at the highest dose activity change, negative = inhibition, actives largely listed as inhibitors. 0.008% of 240,000 active. P06280. AID 2107;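 further: 0% = enzyme with vehicle and -100% = no enzyme basal signal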
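qHTS titration in buffer at pH 5.0. Alpha-galactosidase activity in spleen homogenate was measured via 4-methylumbelliferone release from 1 mM fluorogenic substrate after 40 min at 37C and a pH 10 stop. AC50 came from Hill fits of control-normalized data.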
TR SRC2 fluor cs: counter-screen for TRb-SRC2 inhibitors: fluorescence interference. TRb/SRC2 Texas Red total fluorescence interference. Potency, µM (doses to about 106 µM), for inactives: at the highest dose fluorescence change, negative = quenching. 0.29% of 280,000 active; active means well fitted curve in either direction with a large enough effect; inconclusive means small, poorly fitted or top-dose-only effect
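Human TRb ligand-binding domain at 0.6 uM with 20 nM Texas Red SRC2 peptide in Tris buffer containing 1 uM T3 and 5% DMSO, incubated with compound 5 h at ambient temperature. Total fluorescence (555/632 nm) calculated as parallel + 2 × perpendicular.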
Tau FP inhib: blocks human tau fibril formation measured by polarization. P10636. K18 P301L tau heparin fibrillization, Alexa594 FP, 6 h. Potency, µM (highest dose often 57.7 µM), inactives show top-dose activity, negative = inhibition, most hits filed as inhibitors. 0.39% of 280,000 active. AID 1468; further: nearly all actives have a fitted effect of over 55% in size
Target sequence (P10636 561-689 P618L limits assumed): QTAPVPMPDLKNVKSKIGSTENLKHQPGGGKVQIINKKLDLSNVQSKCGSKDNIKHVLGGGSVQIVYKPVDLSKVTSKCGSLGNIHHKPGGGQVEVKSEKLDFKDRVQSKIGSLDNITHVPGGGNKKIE
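FP of Alexa 594-tau after heparin (20 uM) induction. Substrate: human K18 P301L, 15 uM unlabeled, 0.24 uM labeled. Buffer 100 mM sodium acetate pH 7. 6 hr, 37 C.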
Tau ThT inhib: tau fibrillization inhibition (ThT binding) | recombinant tau K18 P301L, heparin-induced fibrillization, ThT fluorescence | Potency, µM (series often up to 57.4 µM), for inactives: at the highest dose activity, negative = inhibition, most hits filed as inhibitors | 2.1% of 270,000 active | AID 1460; further: nearly all actives have a fitted effect of over 55% in size
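Fibril formation assay: tau K18 P301L at 15 uM with trace Alexa 594 label, heparin inducer 20 uM, pH 7 sodium acetate buffer, 37 C for 6 hr; endpoint ThT signal.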
Tau fluor counter: counter-screen for tau fibril formation inhibitors; Potency, µM (titrated, usually from 57.7 µM), for the others: at the highest dose activity change, negative = decrease; AID 1463; 0.93% of 280,000 active; tau K18 P301L Alexa594 fluorescence, heparin fibrillization; further: nearly all actives have a fitted effect of over 55% in size
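Human tau K18 P301L (15 uM unlabeled, 0.24 uM Alexa 594-labeled) in 100 mM sodium acetate pH 7 with 20 uM heparin, 6 hr at 37 C. ThT 30 uM added, 1 hr ambient; Alexa 594 FP and total fluorescence read at 555/632 nm.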
ALDH1A1 block: blocks purified human ALDH1A1 activity. P00352. Purified ALDH1A1, NADH fluorescence, propionaldehyde substrate. Potency, µM (series often up to 75.3 µM), without a hit: at the highest dose activity, negative = inhibition, usual class: inhibitors. 7.3% of 220,000 active. AID 1030; active means well fitted inhibition curve with a large enough effect, not every such curve was filed as active; inconclusive means small, poorly fitted or top-dose-only effect, or another doubt; inactive means no such curve, though single readings can be large or run the other way;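 further: plate controls were no enzyme wells and a reference inhibitor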
L3MBTL1 inh: inhibitors of human L3MBTL1; Q9Y468; AlphaScreen L3MBTL1–H3K9me1 peptide binding; Potency, µM (doses to about 57.1 µM), without a hit: top-dose activity, negative = inhibition, actives largely listed as inhibitors; 0.66% of 230,000 active; AID 485360; further: nearly all actives have a fitted effect of over 60% in size
Target sequence (Q9Y468 whole entry, looked up): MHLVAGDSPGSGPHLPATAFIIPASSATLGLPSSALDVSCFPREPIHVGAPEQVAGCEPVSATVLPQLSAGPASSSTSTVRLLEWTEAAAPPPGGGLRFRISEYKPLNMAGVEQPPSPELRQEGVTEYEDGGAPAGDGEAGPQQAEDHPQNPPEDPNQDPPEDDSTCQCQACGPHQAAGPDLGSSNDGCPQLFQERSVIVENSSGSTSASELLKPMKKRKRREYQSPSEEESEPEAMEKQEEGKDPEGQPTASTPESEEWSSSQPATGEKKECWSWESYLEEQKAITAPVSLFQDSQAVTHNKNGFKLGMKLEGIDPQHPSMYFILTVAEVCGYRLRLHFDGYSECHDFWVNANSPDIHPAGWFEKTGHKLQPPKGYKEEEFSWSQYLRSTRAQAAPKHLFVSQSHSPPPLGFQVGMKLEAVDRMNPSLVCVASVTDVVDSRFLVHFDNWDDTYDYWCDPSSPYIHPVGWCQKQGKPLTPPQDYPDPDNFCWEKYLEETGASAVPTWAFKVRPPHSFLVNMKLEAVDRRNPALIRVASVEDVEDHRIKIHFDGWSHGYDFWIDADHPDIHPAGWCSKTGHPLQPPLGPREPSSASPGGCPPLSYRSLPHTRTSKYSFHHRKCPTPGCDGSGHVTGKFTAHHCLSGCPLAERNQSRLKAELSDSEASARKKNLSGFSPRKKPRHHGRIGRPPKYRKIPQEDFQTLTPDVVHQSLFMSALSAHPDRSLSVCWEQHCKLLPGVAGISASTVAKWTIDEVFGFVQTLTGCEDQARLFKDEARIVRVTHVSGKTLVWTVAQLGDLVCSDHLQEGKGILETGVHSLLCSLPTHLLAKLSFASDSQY
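Displacement of a biotinylated histone H3(1-15) peptide monomethylated at Lys9 (75 nM) from L3MBTL1 (50 nM) was measured by AlphaScreen after a 30 min room-temperature compound incubation; cefsulodin titration served as intraplate control.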
* = called active by the depositor; ? = inconclusive; . = not tested or not shown; & = joins results of further samples; [ ] = dose if it differs, or a comment. Unless noted, the call rests on the fitted dose curve; in most records, active means well fitted curve in the direction sought with a large enough effect; inconclusive means small, poorly fitted or top-dose-only effect, or another doubt; inactive means no such curve, though single readings can be large; an effect the other way counts as inactive or inconclusive. Unless noted, on the % scale 0 is the no-effect control and ±100 the full control effect; potency means the concentration at half of the fitted maximal effect.

cpd	SMILES	TRb SRC2 PPI	GLA spleen mod	TR SRC2 fluor cs	Tau FP inhib	Tau ThT inhib	Tau fluor counter	ALDH1A1 block	L3MBTL1 inh
1	CCCOc1ccc(C(=O)N2CCC(c3nc4ccccc4s3)CC2)cc1	8.9%	.	5.4%	10.4%	?	-11.0%	.	.
2	CCOc1ccc(-n2c(-c3ccco3)n[nH]c2=S)cc1	-8.6%	1.4%	-1.2%	-8.0%	-11.9%	-15.6%	?	-5.3%
3	CCC(C)[C@H]1CNC(=S)N1CCc1cc(C(F)(F)F)cc(C(F)(F)F)c1 (stereo not given in full)	-3.1%	-4.2%	-1.5%	1.9%	-14.4%	-17.7%	-1.3%	5.5%
4	CSC(N)=NCCC[C@H](N)C(=O)O	0.4%	8.3%	-4.0%	-0.5%	-3.2%	1.3%	4.3%	.
5	COc1cccc(N2C(N)=NC(N)=NC2(C)C)c1	-22.6%	8.0%	2.2%	2.0%	3.1%	3.8%	2.7%	11.6%
6	CCN1C(=O)/C(=C\c2cccn2-c2ccc([N+](=O)[O-])cc2)N(CC)C1=S	-2.7%	-1.4%	-3.6%	-1.9%	-2.2%	-8.1%	12.6%	-11.2%
7	O=c1[nH]c2cc(Cl)c(Cl)cc2[nH]c1=O	2.1%&-1.6%&8.7%	19.0%&-26.9%&3.7%	-4.4%&-3.9%&-9.6%	?	?	-26.0%&-8.4%&-28.6%	-6.7%	.
8	O=C(CSc1nnc(-c2cccs2)n1-c1ccccc1)N1CCCC1	-4.6%	0.2%	-0.7%	-0.4%	-5.0%	-1.9%	?	-3.7%
9	CC(=O)Nc1ccccc1OCC(=O)N(Cc1ccccc1)C(C)C	-2.4%	-24.4%	-2.2%	-7.3%	4.2%	0.4%	-1.5%	-15.5%
10	Cc1cc(-c2ccccc2)n2nc(C)c(C#N)c2n1	3.1%	-2.3%	-8.8%	-4.9%	4.0%	5.8%	?	.
11	COc1ccc(-c2c3c(=O)n(C)c(=O)n(C)c3cn2N2CCOCC2)cc1	4.3%	-1.2%	-4.5%	-5.9%	-7.0%	-9.0%	?	-7.1%
12	CC1(C)Cc2nc3sc(C(=O)O)c(N)c3cc2CS1	-5.9%	4.2%	-1.1%	5.9%	-13.2%	-17.1%	-10.9%	.
13	COc1cc(NC(=O)C2CCCN2C(=O)OCc2ccccc2)cc(OC)c1 (stereo not given)	-1.2%	-12.3%	1.2%	-5.0%	-6.1%	-6.7%	8.2%	2.5%
14	CCOc1ccc(NC(=O)C(CC(C)C)N2Cc3ccccc3C2=O)cc1 (stereo not given)	-5.4%	.	4.3%	-8.7%	5.0%	1.0%	.	.
15	O=C(Nc1cc(C(=O)Nc2ccc(S(=O)(=O)O)cc2S(=O)(=O)O)cc(C(=O)Nc2ccc(S(=O)(=O)O)cc2S(=O)(=O)O)c1)Nc1cc(C(=O)Nc2ccc(S(=O)(=O)O)cc2S(=O)(=O)O)cc(C(=O)Nc2ccc(S(=O)(=O)O)cc2S(=O)(=O)O)c1	-6.2%&-2.3%	-13.5%&-3.7%	-2.5%&-2.2%	14.1µM*	?	-6.2%&-5.0%	-2.9%&-1.8%	.
16	COc1ccc2cc1Oc1ccc(cc1)C[C@H]1c3cc(c(OC)cc3CCN1C)Oc1c(OC)c(OC)cc3c1[C@H](C2)N(C)CC3	1.7%&-6.4%&-4.4%&2.6%	4.8%&-4.6%&5.6%&4.4%	-1.9%&-0.6%&-2.0%&1.1%	-1.7%&-2.6%&-1.1%&-1.3%	-5.2%&-10.6%&-7.5%&12.7%	-1.4%&-2.3%&-4.4%&22.9%	-3.2%&-8.5%&4.3%	.
17	CCC1=C/C(=C/c2sc3ccccc3[n+]2CC)CC(C)(C)C1	-1.1%	-4.6%	-1.9%	-4.0%	4.5%	-2.5%	?	.
18	COc1ccc(NC(=O)CSc2nc(-c3ccco3)cc(C(F)(F)F)n2)cc1	1.3%	.	?	?	7.6%	3.7%	.	.
19	C[N+]1(C)C2CCC1CC(OC(=O)C(O)c1ccccc1)C2 (stereo not given)	5.3%	-7.2%	0.3%	4.4%	-1.3%	-1.7%	3.1%	.
20	COC(=O)C1=C(C)N(C(C)c2ccccc2)C(=O)C1 (stereo not given)	-4.8%	4.2%	1.7%	?	-16.1%	-10.0%	11.2%	8.4%
21	O=C(Nc1nnc(CCN2CCCCC2)s1)C1CCCCC1	-4.2%	5.0%	-3.1%	-2.2%	-10.6%	-8.0%	7.6%	1.5%[11.4 µM]
22	O=C1NC(=O)C(CC(=O)N(Cc2ccco2)C2(C(=O)NC3CCCC3)CCCCC2)N1 (stereo not given)	-7.2%	3.9%	0.3%	6.8%	-7.3%	-0.6%	4.4%	.
23	COc1cccc(Nc2nnc(-c3cc4ccc(O)cc4oc3=O)s2)c1	1.3%	.	-3.6%	2.1%	?	?	.	.
24	Cc1ccc(Cn2c(C(=O)O)c(CNC3CCCCC3)c3ccc(C)cc32)cc1	-3.4%	.	-1.1%	11.1%	-3.3%	-6.3%	.	.
25	Cc1ccc(NCc2ccccc2OCc2ccccc2F)cc1	-5.9%	-12.8%	-5.6%	11.9%	-14.6%	?	0.4%	.
26	Cc1ccc2onc(CC(=O)N3CCN(c4cc(Cl)ccc4C)CC3)c2c1	-27.4%	.	?	?	-16.3%	-7.0%	.	.
27	O=C(Nc1ccc(Cl)cc1)c1ccc(-n2cncn2)c([N+](=O)[O-])c1	-11.2%	-2.2%	-2.7%	-1.6%	-28.1%	?	9.4%	4.1%
28	Cc1cc(NO)c(C(C)C)cc1N=O	7.0%	-0.5%	-1.1%	15.8%	-12.1%	-11.3%	-0.6%	3.2%
29	CC(=O)OCc1c(C(F)(F)F)nn(C)c1Oc1ccccc1	3.3%	-5.4%	0.0%	10.0%	-0.8%	0.4%	-10.5%	11.5%
30	CCC1(c2ccccc2)NC(=O)N(CC(=O)Nc2ccc3c(c2)OCO3)C1=O (stereo not given)	-1.7%	7.2%	-0.9%	10.2%	?	-15.8%	-13.3%	-9.1%
31	CCN(CC)C(=O)CSc1nnc(-c2cc(-c3ccc(Cl)cc3)nc3ccccc23)o1	4.3%	0.3%	-2.0%	-1.2%	5.0%	-7.5%	?	4.1%
32	Cc1c(/C=N/Nc2nc3ccccc3[nH]2)c2ccccc2n1C	5.1%	-0.9%	-5.9%	17.6%	.	14.1µM*[quencher]	.	.

Five of the compounds above, in transposed form.
(30) CCC1(c2ccccc2)NC(=O)N(CC(=O)Nc2ccc3c(c2)OCO3)C1=O (stereo not given)
(27) O=C(Nc1ccc(Cl)cc1)c1ccc(-n2cncn2)c([N+](=O)[O-])c1
(32) Cc1c(/C=N/Nc2nc3ccccc3[nH]2)c2ccccc2n1C
(29) CC(=O)OCc1c(C(F)(F)F)nn(C)c1Oc1ccccc1
(25) Cc1ccc(NCc2ccccc2OCc2ccccc2F)cc1

| screen / no. | 30 | 27 | 32 | 29 | 25 |
| --- | --- | --- | --- | --- | --- |
| TRb SRC2 PPI | -1.7% | -11.2% | 5.1% | 3.3% | -5.9% |
| GLA spleen mod | 7.2% | -2.2% | -0.9% | -5.4% | -12.8% |
| TR SRC2 fluor cs | -0.9% | -2.7% | -5.9% | 0.0% | -5.6% |
| Tau FP inhib | 10.2% | -1.6% | 17.6% | 10.0% | 11.9% |
| Tau ThT inhib | ? | -28.1% | . | -0.8% | -14.6% |
| Tau fluor counter | -15.8% | ? | 14.1µM*[quencher] | 0.4% | ? |
| ALDH1A1 block | -13.3% | 9.4% | . | -10.5% | 0.4% |
| L3MBTL1 inh | -9.1% | 4.1% | . | 11.5% | . |

Additional compounds:
cpd	SMILES	TRb SRC2 PPI	GLA spleen mod	TR SRC2 fluor cs	Tau FP inhib	Tau ThT inhib	Tau fluor counter	ALDH1A1 block	L3MBTL1 inh
33	O=C(Cn1cnc2c(nnn2-c2ccccc2)c1=O)N1CCC(Cc2ccccc2)CC1	-7.1%	-0.4%	-5.2%	-4.7%	4.9%	-10.3%	5.8%	2.9%
34	CN(C)c1ncc(CN2CCC(CO)(CCCc3ccccc3)CC2)s1	1.9%	-5.1%	0.2%	5.0%	-0.5%	4.3%	.	-13.7%
35	CC1=C(C(=O)Nc2ccccn2)C(c2cn(C)nc2C)C2=C(CCCC2=O)N1 (stereo not given)	10.4%	0.2%	-1.5%	1.3%	8.5%	2.3%	?	2.4%
36	CCOc1cccc(Nc2cc3n(c(=O)n2)CCc2cc(OC)c(OC)cc2-3)c1	4.3%	-5.8%	-10.3%	2.6%	?	-26.8%	?	-1.4%
37	CC1(C)CC(NC(=O)C2CCCCC2C(=O)O)CC(C)(C)N1 (stereo not given)	2.8%	4.4%	-2.2%	0.6%	10.7%	8.4%	5.8%	6.5%
38	O=C(COc1ccc(Cl)cc1Cl)NC(=O)N1CCCCC1	5.0%	12.2%	-1.4%	1.5%	-6.7%	-6.4%	4.0%	17.1%
39	O=C(CSC1CCCCC1)Nc1nccs1	0.6%	2.0%	0.0%	4.8%	-4.6%	-4.2%	5.2%	0.1%
40	CCOC(=O)N1CCC(NC(=O)c2cnn(-c3cccc(Cl)c3C)c2C2CCN(C(=O)OC(C)(C)C)CC2)CC1	3.1%	.	-25.7%	-5.2%	-5.7%	-2.1%	.	.
41	CN=C1SC(CC(=O)Nc2sc(C)c(C)c2C(=O)OC)C(=O)N1C (stereo not given)	5.1%	-6.5%	1.2%	-1.5%	-7.4%	-11.1%	?	0.1%
42	CCOC(=O)c1c(C)c(C(=O)N2CCN(c3ccc(F)cc3)CC2)c(C)n1C	-9.2%	3.8%	0.2%	-2.0%	-0.3%	-5.5%	-6.7%	.
43	CCOc1ccccc1C1C(C(=O)Nc2ccccc2OC)=C(C)Nc2nc(CCCO)nn21 (stereo not given)	3.5%	2.2%	1.6%	2.5%	-8.0%	-4.1%	1.7%	.
44	CCCCSc1nnc(-c2ccc(OC)cc2)n1C	-0.4%	-1.8%	-3.4%	3.4%	4.0%	1.8%	-2.1%	-16.5%
45	CCC(C)C(NC(=O)OC(C)(C)C)C(=O)NC(Cc1ccccc1)C(=O)OC (stereo not given)	0.9%	6.5%	-1.0%	-1.1%	2.7%	-1.2%	12.3%	1.8%
